From PubChem
aSyn 5UTR inh: MLPCN primary screen, SNCA 5' untranslated region; alpha-synuclein 5'UTR reporter, inhibitor activity; inhibition, % (tested at 7.5 µM); hit rate 0.82% among 300,000; AID 1813, 2009; in the data active = inhibition above about 60%;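 note: H4 neuroglioblastoma cells stably carrying SNCA 5'UTR luciferase fusion; 0% = DMSO wells and 100% = positive control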
KLF5 inhibitor: KLF5 expression inhibitors, primary screen, DLD-1 cells, luminescence | inhibition, % at 5 µM | hit rate 0.23% among 290,000 | DLD-1 KLF5 promoter-luciferase reporter;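 active = inhibition above a per-plate limit of that plate's mean compound inhibition plus 3 SD, cut at about 60% in these data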;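 note: 0% = DMSO wells and 100% = LY294002 at 200 µM; higher means less KLF5 promoter-driven luciferase light; inactives centre near -14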
HIF act: HIF pathway transcriptional activators, primary screen, cell-based, U2OS HRE-luciferase, luminescence | U2OS HRE-luciferase reporter; normalized: DMSO 0%, desferrioxamine 100% | hit rate 0.32% among 300,000 | activation, % at 7.5 µM (by protocol);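 active = mean activation of at least 10% of the iron chelator positive control signal, with at least half of replicates also reaching 10%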
IEC-6 cytotox: cytotoxicity in IEC-6 intestinal epithelial cells, primary screen, cytotoxicity control for KLF5 inhibitor project, cell-based, luminescence | IEC-6 cytotoxicity, luminescence viability | inhibition, % at 5 µM | hit rate 0.78% among 290,000; in the data active = inhibition above about 22%;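 note: 0% = plate median of test compound wells and 100% = cytotoxic reference compound wells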
HSP90 inh: HSP90 inhibitors, primary screen, cell lysate, luminescence | AID 1789, 2009 | inhibition, % at 5.6 µM | Rabbit reticulocyte lysate, luciferase refolding luminescence, 3 h | Heat shock protein HSP 90 (rabbit reticulocyte lysate; luciferase refolding) | hit rate 0.91% among 290,000;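 active = inhibition above the screen-wide mean plus 3 SD, computed separately per campaign, cut at about 16% in these data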;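 note: 0% = DMSO wells and 100% = 60 µM geldanamycin wells; inhibitors lower the luminescence because luciferase stays unfolded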
GSK3 alpha inh: blockers of GSK3A enzyme activity – biochemical, luminescence, cell-free homogeneous, HTS, primary screen; Glycogen synthase kinase-3 alpha (Homo sapiens), P49840; GSK-3 alpha kinase, ADP-Glo luminescence, 60 min; inhibition, % at 10 µM; hit rate 0.1% among 320,000; AID 2650, 2010;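 in the data active = inhibition above about 50%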;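 note: GST-tagged GSK-3 alpha with peptide substrate and 25 µM ATP; 0% = DMSO neutral wells and 100% = GW8510 positive control wells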
Target sequence (P49840 whole entry, looked up): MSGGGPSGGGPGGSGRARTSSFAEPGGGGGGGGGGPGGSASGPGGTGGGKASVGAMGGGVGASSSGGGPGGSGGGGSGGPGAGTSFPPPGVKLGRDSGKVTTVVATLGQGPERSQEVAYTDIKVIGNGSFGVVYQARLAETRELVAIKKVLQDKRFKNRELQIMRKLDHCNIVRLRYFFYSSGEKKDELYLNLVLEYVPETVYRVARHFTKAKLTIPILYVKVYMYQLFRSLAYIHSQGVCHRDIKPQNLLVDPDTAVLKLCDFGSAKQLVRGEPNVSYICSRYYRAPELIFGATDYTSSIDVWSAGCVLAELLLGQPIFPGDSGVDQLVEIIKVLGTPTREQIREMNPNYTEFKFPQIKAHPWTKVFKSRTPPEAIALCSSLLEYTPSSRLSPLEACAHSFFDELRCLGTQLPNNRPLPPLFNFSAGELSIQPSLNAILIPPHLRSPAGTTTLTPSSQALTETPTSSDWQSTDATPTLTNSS
HSF-1 act: HSF-1 activators, primary screen, NIH3T3-HGL cells, MG132 stress, luminescence, single point | NIH3T3-HGL HSF-1 luciferase reporter, 8 h; 100% = twice DMSO control signal | activation, % at 9 µM | hit rate 1.7% among 300,000;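 active = mean replicate activation of at least 50% with a set share of replicates each reaching 50%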;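 note: 0% = median of the neutral control wells and 100% = twice that signal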
HSF1 inhib: HSF1 inhibitors in luciferase reporter cells, primary screen, cell-based, NIH3T3, luminescence | AID 2098, 2009 | hit rate 0.77% among 300,000 | NIH3T3-HGL HSE-luciferase, MG132-induced, luminescence 8 h; active compounds read low | activity change, negative = inhibition, % at 7.5 µM (by protocol);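 active = more than half of replicate wells show activity change below -50%, luminescence cut by over half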;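 note: luciferase reports HSF-1 transcriptional activity via heat shock element; 0% = median of DMSO wells and -100% = zero luminescence signal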
AI-2 QS mod: Vibrio harveyi AI-2 quorum sensing modulators, primary screen, JMH597 strain, luminescence/OD600 ratio; Vibrio harveyi JMH597 AI-2 luminescence/OD600 ratio, 9 h; active compounds read low; strain lacks LuxN and CqsS sensors; 0 = neutral-control median; activity change, % at 7.5 µM; hit rate 0.4% among 300,000; in the data active = activity change below about -75%, passing the limit was not always enough;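 note: luminescence divided by OD600 gain over 9 h not by final OD600 alone; inactives centre near 13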
GSK3beta inhib: human GSK3beta kinase inhibitors, primary screen, biochemical, cell-free homogeneous, HTS; hit rate 0.038% among 300,000; Glycogen synthase kinase-3 beta (Homo sapiens), P49841; GST-GSK3beta kinase, ADP-Glo luminescence, 60 min; active compounds read low; activity score (negative = inhibition), % at 10 µM;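 active = more than half of replicate wells score below -50%, meaning over 50% inhibition versus plate controls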;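 note: 0% = median DMSO wells and -100% = median GW8510 positive control wells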
Target sequence (P49841 whole entry, looked up): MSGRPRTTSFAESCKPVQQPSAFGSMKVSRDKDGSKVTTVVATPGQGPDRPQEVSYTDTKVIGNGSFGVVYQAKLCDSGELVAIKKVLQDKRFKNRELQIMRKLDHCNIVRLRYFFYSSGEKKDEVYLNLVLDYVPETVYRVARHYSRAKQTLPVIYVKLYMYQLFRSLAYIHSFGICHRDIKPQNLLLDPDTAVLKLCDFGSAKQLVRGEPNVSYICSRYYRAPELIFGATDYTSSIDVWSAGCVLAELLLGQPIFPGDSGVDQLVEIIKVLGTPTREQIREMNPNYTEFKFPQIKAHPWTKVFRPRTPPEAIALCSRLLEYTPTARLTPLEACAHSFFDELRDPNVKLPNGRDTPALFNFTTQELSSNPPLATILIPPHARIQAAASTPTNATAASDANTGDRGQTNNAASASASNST
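test system = GST-tagged human GSK3beta kinase, cell-free | reagent = 25 µM ATP with peptide substrate | dosing = one dose of 10 µM per compound | schedule = 60 min reaction, RT | detection = luminescent ADP-Glo measurement of ADP formed | control set = DMSO neutral wells and GW8510 at 20 µM as positive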
Numbers without * were called inactive; . = no result given. This is a subset; the hit share may differ from the screen's.

SMILES	aSyn 5UTR inh	KLF5 inhibitor	HIF act	IEC-6 cytotox	HSP90 inh	GSK3 alpha inh	HSF-1 act	HSF1 inhib	AI-2 QS mod	GSK3beta inhib
COc1ccc(NP(=O)(Nc2ccc(OC)cc2)Oc2ccccc2)cc1	-3.5	-22.1	-0.1	-1.5	4.8	1.9	24.0	-2.3	4.7	0.7
C=CCn1c(O)c(C(C)=NC2CC2)c(=O)[nH]c1=O	13.8	4.5	0.1	-1.9	-2.6	.	15.2	5.2	10.7	9.6
Cc1cc(NCCN)nc2ccccc12	20.8	-41.1	-0.7	0.9	-0.7	-1.9	2.7	-4.8	15.0	4.8
Oc1cc2c(cc1O)[C@H]1c3ccccc3CN[C@@H]1CC2	12.9	6.4	0.2	-2.5	-4.8	8.1	11.4	13.9	13.6	-2.1
COc1cc(/C=C2/C(=O)NC(=O)N(c3ccc(C)cc3)C2=O)cc(OC)c1OC	11.6	-19.3	0.0	-8.5	-0.1	1.2	-2.6	-5.1	54.1	1.9
COc1ccc(CCN(C)Cc2c(F)cccc2F)cc1OC	28.3	2.5	0.0	-4.2	1.9	-1.0	7.1	-0.5	27.5	0.8
CCN(C(=O)Oc1ccccc1)c1ccc(C(O)(C(=O)OC)C(F)(F)F)cc1 (stereo not given)	12.7	-21.2	-0.4	-2.4	-4.6	-0.8	0.7	4.2	29.5	-1.7
CC1(CCl)CN1S(=O)(=O)c1ccccc1 (stereo not given)	-13.0	11.6	-0.2	0.0	4.4	0.0	1.5	-1.6	0.0	-5.3
CC(=O)c1c(C)n(CCCOC(C)C)c2ccc(O)cc12	7.2	0.6	.	14.8	-1.4	-1.2	-67.0	-55.9*	9.0	-0.2
CN1CCC(C)(O)C2CCCCC21 (stereo not given)	-5.6	-9.1	-1.1	7.4	1.1	1.0	4.8	-0.9	7.2	-4.6
CCCCc1nc2ccccc2c(=O)n1-c1ccccc1[N+](=O)[O-]	-73.2	-9.2	0.3	7.2	-1.0	-0.2	-9.9	-4.7	12.5	0.3
Cc1ccsc1C(=O)C1CCCN(Cc2cnn(C(C)C)c2)C1 (stereo not given)	7.0	-24.7	0.0	3.1	0.7	-1.7	11.6	1.1	11.0	-1.1
C/C(=N\NC(=O)c1ccncc1)c1c(O)n(Cc2ccccc2)c(=O)[nH]c1=O	7.0	-3.1	0.1	-1.0	1.3	8.4	-0.8	0.6	13.7	0.5
Cc1ccccc1CS(=O)(=O)Cc1ccc(C(=O)N2CCC3(CC2)OCCO3)o1	-19.4	-57.0	-0.4	1.3	5.7	-2.9	-1.8	-2.8	0.3	-1.2
O=C1NC(=O)N(c2ccc(Cl)cc2)C(=O)/C1=C\c1ccc(Sc2nc3ccccc3[nH]2)o1	-10.1	-25.9	-0.2	4.0	2.2	1.3	5.1	1.6	36.1	-2.9
COc1ccccc1OCC#CCN1CCOCC1	5.9	-24.3	0.0	0.7	0.1	-1.1	1.1	0.7	15.4	-2.8
O=C(c1ccc(F)c([N+](=O)[O-])c1)N1CC2CC(C1)c1cccc(=O)n1C2 (stereo not given)	-15.7	-11.8	0.6	6.3	-0.8	4.3	-10.8	-5.9	13.0	3.0
C/C=C1/CN2C3CC1C(CO)(C(=O)OC)C2Cc1c3n(C)c2ccccc12 (stereo not given)	17.1	.	0.1	.	.	2.0	1.1	-8.5	9.4	-1.6
COc1ccc(C(CC(=O)N2CCC3(CC2)OCCO3)NS(=O)(=O)c2ccc(F)cc2)cc1 (stereo not given)	15.9	-25.1	0.2	-3.5	-1.4	.	-0.7	-1.0	30.3	2.3
CCOC(=O)c1c(N)n(Cc2ccccc2)c2nc3ccccc3nc12	-8.6	-14.8	-0.3	8.4	8.7	-3.0	4.3	10.6	8.3	2.0
CCCCn1c(O)c(C(C)=Nc2c(C)n(C)n(-c3ccccc3)c2=O)c(=O)[nH]c1=O	1.6	10.7	1.6	-3.6	-1.2	1.2	-9.9	5.9	16.1	1.0
CSc1ccc(CN2CCN(Cc3ccccc3Cl)CC2)cc1	11.9	-29.8	-0.2	-0.6	-0.6	-2.3	-10.2	-1.7	15.0	5.1
CC(C)n1c(O)c(C=NCc2cccnc2)c(=O)[nH]c1=S	-12.4	-3.1	0.5	-2.6	1.8	12.6	-3.4	-6.3	2.3	-28.0
Clc1cccc(C2NCc3ccccc3-n3cccc32)c1 (stereo not given)	-7.9	-19.2	0.0	5.7	6.2	-1.8	-2.8	-0.4	6.4	3.0

Another view of 2 compounds above:
O=C1NC(=O)N(c2ccc(Cl)cc2)C(=O)/C1=C\c1ccc(Sc2nc3ccccc3[nH]2)o1
- aSyn 5UTR inh: -10.1
- KLF5 inhibitor: -25.9
- HIF act: -0.2
- IEC-6 cytotox: 4.0
- HSP90 inh: 2.2
- GSK3 alpha inh: 1.3
- HSF-1 act: 5.1
- HSF1 inhib: 1.6
- AI-2 QS mod: 36.1
- GSK3beta inhib: -2.9

COc1ccccc1OCC#CCN1CCOCC1
- aSyn 5UTR inh: 5.9
- KLF5 inhibitor: -24.3
- HIF act: 0.0
- IEC-6 cytotox: 0.7
- HSP90 inh: 0.1
- GSK3 alpha inh: -1.1
- HSF-1 act: 1.1
- HSF1 inhib: 0.7
- AI-2 QS mod: 15.4
- GSK3beta inhib: -2.8

(continued)
SMILES	aSyn 5UTR inh	KLF5 inhibitor	HIF act	IEC-6 cytotox	HSP90 inh	GSK3 alpha inh	HSF-1 act	HSF1 inhib	AI-2 QS mod	GSK3beta inhib
CN(C(=O)CN1CC=C(c2ccccc2)CC1)c1c(N)n(Cc2ccccc2)c(=O)[nH]c1=O	-3.8	-13.7	-0.2	5.9	-0.3	-4.4	-6.3	1.9	25.6	2.1
COP(=O)(OC)C(NC(=O)c1ccc(C)cc1)C(Cl)(Cl)Cl (stereo not given)	-23.9	-30.0	-0.4	-5.2	1.6	-3.0	1.0	-2.9	30.3	2.2
Oc1cc(Cl)ccc1Oc1ccc(Cl)cc1Cl	15.2	.	-0.4	.	.	-4.1	6.8	2.4	-18.1	-0.7
CCC(C)NS(=O)(=O)c1ccc(OCC(=O)N2CCN(CC)CC2)cc1 (stereo not given)	16.9	-23.5	.	0.3	-2.8	-1.9	-7.6	1.7	8.3	0.8
COc1ccc(CCn2c(O)c(/C=N/N3CCOCC3)c(=O)[nH]c2=O)cc1OC	5.6	-14.5	-0.5	-8.7	-2.8	7.8	22.8	-5.7	10.0	1.6
CC(C)c1cccc(C(C)C)c1O	15.7	.	0.1	.	.	2.2	-7.7	-1.8	11.2	2.4
COC(=O)C1=C(c2ccc(S(C)(=O)=O)cc2)C[C@@H]2CC[C@H]1N2C(=O)NC(C)C	4.4	.	0.1	.	.	-2.9	-5.5	0.0	8.2	-0.7
CCn1cc(C(=O)NCc2ccccc2)c2ccccc21	26.9	-12.2	0.2	2.2	1.7	.	-1.8	-1.8	-5.7	2.0
Cn1c(O)c(/C=C2\C=Nc3ccc(Br)cc32)c(=O)n(C)c1=O	-3.9	-27.3	-0.8	3.7	-1.9	-1.2	-4.3	0.0	4.8	-1.0
CC1(C)CN=C(NCc2ccccc2)S1	-33.3	-24.8	-1.5	4.8	22.9*	-2.1	-4.6	1.7	6.5	-2.4
CC(C)(C)C(=O)c1cn(Cc2ccccc2)c2ccccc12	-25.5	-22.6	0.1	0.0	0.0	-4.4	.	.	9.6	1.7
C=CCn1c(O)c(C(C)=NCCCN(C)C)c(=O)[nH]c1=O	-1.2	5.4	2.5	2.6	0.1	9.6	-4.0	-2.2	7.4	-9.0
Clc1ccc(C(c2ccccc2)c2ncc[nH]2)cc1 (stereo not given)	5.2	-10.4	-0.2	0.9	-0.9	-1.7	10.4	-2.1	1.5	2.8
COc1cc2c(c(OC)c1OC)-c1ccc(O)c(=O)cc1C(NC(C)=O)CC2 (stereo not given)	90.3*	73.3*	0.7	94.4*	1.4	0.7	-30.8	-20.2	10.0	0.0
CCOC(=O)c1nc2ccccc2c(=O)n1-c1ccc(C)cc1	-1.0	-43.1	-0.2	-5.8	-3.5	-0.4	2.1	3.6	-4.1	-9.3
COc1ccccc1OCCCn1cc(C(C)=O)c2ccccc21	0.0	-1.3	0.2	0.9	10.2	3.5	14.7	5.7	24.4	0.6
CCN1CCN(C(=O)COc2ccc(S(=O)(=O)NC(C)C)cc2)CC1	15.4	-32.2	.	-0.6	-1.6	-1.7	-12.0	1.3	16.4	0.1
CCN(CCO)c1ccc(N=Cc2c(O)n(C)c(=S)[nH]c2=O)cc1	-9.3	-27.9	0.8	-6.2	1.6	0.1	39.5	8.9	15.7	2.0
O=C1NC(=O)N(c2ccc(Cl)cc2)C(=O)/C1=C/c1coc2ccc(O)cc2c1=O	0.7	25.0	-0.3	7.1	3.7	0.9	9.3	0.4	42.6	-1.5
COC(=O)C(O)(c1ccc(N(C)C)cc1)C(F)(F)F (stereo not given)	0.1	-32.7	-0.6	-2.7	-1.3	4.0	3.1	-6.2	17.9	2.5
NC(=O)c1c(NC(=O)c2ccc(S(=O)(=O)N(CCCl)CCCl)cc2)sc2c1CCCCC2	.	-37.5	.	-5.9	2.7	-0.7	.	.	.	.
O=c1[nH]c(CN2CC=C(c3ccccc3)CC2)nc2scc(-c3ccccc3)c12	2.1	-3.6	0.5	-1.7	6.9	-0.9	6.5	-1.5	25.3	-0.9
CC1=C(/C=C/c2ccccc2)CCN(C)C1	-14.8	-24.7	0.7	1.1	3.1	-1.0	2.8	21.4	11.9	0.6
CN1CCN(Cc2c(F)cccc2Cl)CC1	-26.1	-24.2	-0.3	0.2	-0.5	3.9	6.5	-2.9	19.8	-4.2
C=CCn1c(O)c(/C=C2/C=CC=N2)c(=O)[nH]c1=O	-0.2	-28.2	0.2	-0.4	-5.7	-0.1	-6.1	-2.0	11.8	-0.1
NS(=O)(=O)c1ccc(N=Cc2c(O)n(C3CCCCC3)c(=O)n(C3CCCCC3)c2=O)cc1	13.8	-26.1	-1.5	-2.1	-0.8	-7.2	12.2	-0.1	59.9	0.6
O=c1[nH]c(=S)n(-c2ccc(Br)cc2)c(O)c1C=Nc1ccc(N2CCOCC2)cc1	27.4	-42.4	-0.4	2.6	2.2	-2.0	-0.3	2.5	8.3	1.8
Cc1cc(C)cc(NC2=NCCCS2)c1	-8.8	3.5	-0.3	-4.1	1.9	0.2	-14.5	-3.2	22.9	0.1
O=C(c1cc(=O)[nH]c2ccc(Br)cc12)N1CCC2(CC1)OCCO2	8.8	2.1	0.0	7.2	2.0	-1.1	-10.5	-8.0	22.1	-4.2
CC(C)(C)c1nc(N2CCN(C(=O)c3ccco3)CC2)c2nnn(Cc3ccccc3Cl)c2n1	.	-16.3	.	-2.4	0.2	-2.3	.	.	8.3	0.4
CCC(=NCCc1ccccc1)c1c(O)n(C2CCCCC2)c(=O)[nH]c1=O	18.6	-16.4	-0.4	1.0	2.3	-0.8	29.0	10.5	31.8	0.3
